# EPAC2 agonist: agonists of human EPAC2 (RAPGEF4); Q8WZA2; EPAC2 activation, biochemical qHTS; response scale: 100% = 6.5 mM cAMP response; Potency, µM (highest dose often 154 µM), inactives show at the highest dose activation, most hits filed as activators; hit rate 0.079% among 360,000; further: potency means the concentration at half of the fitted maximal effect; nearly all actives have a fitted effect of over 50% in size
#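 Nucleotide exchange monitored as fluorescence drop when BODIPY-GDP leaves Rap1B. Reaction: 100 nM EPAC2, 250 nM RAP1B-BODIPY-GDP, 50 uM GDP, room temperature, kinetic read over 30 min. Activity expressed relative to 6.5 mM cAMP.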
# DRD3 agonist: D3 dopamine receptor (human) agonism | D3R DiscoveRx beta-arrestin cells, luminescence, 90 min | P35462 | hit rate 0.58% among 410,000 | AID 652048 | max activation, %; in the data active means max activation above about 30%; further: 0% is about no effect; mostly tested at two doses, the higher about 12 µM
# Target sequence (P35462 whole entry, looked up): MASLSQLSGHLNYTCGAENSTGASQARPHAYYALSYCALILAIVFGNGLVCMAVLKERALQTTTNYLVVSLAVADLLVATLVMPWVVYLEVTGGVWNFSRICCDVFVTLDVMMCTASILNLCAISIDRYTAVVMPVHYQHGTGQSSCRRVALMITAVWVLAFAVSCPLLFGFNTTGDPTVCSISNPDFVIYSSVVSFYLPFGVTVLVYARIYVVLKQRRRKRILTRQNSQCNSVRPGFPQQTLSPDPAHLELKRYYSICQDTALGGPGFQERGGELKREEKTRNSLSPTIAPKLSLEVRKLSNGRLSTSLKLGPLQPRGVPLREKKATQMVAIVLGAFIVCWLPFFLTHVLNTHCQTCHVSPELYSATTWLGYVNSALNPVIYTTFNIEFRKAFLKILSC
#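 Agonist mode: compounds and dopamine controls were applied to plated cells for 90 min at 37 degrees C after an overnight attachment at 1500 cells/well. Luminescent read-out followed 30 - 60 minutes at room temperature with DiscoveRx detection reagent.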
# TDP-43 yeast inh: rescues yeast growth from TDP-43 toxicity; Potency, µM (titrated, usually from 46.1 µM), inactives show top-dose growth rescue (activation), hits mostly activators; hit rate 1.8% among 410,000; AID 652104; TDP-43 expressing yeast growth rescue, BacTiter-Glo, 24 h; further: potency means the concentration at half of the fitted maximal effect; % of control where 0% means no effect; nearly all actives have a fitted effect of over 50% in size
#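 Cell-based yeast growth screen: TDP-43 expression induced in galactose, inoculum OD600=0.02 after raffinose pregrowth to mid-log. Read-out BacTiter-Glo luminescence at 24 hr, 30 deg C; inhibition of toxicity seen as signal increase.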
# Abeta rescue: A-beta toxicity reversal in yeast | yeast expressing A-beta42, growth rescue, OD600, 48 h; response scale: 0% DMSO, 100% iron-clioquinol control | Potency, µM (highest dose often 46.1 µM), for the others: at the top dose growth rescue, actives largely listed as activators | hit rate 0.063% among 410,000 | AID 1347071; further: potency means the concentration at half of the fitted maximal effect; nearly all actives have a fitted effect of over 55% in size
#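 Yeast growth medium received pinned compounds, then yeast cells expressing toxic A-beta were added; plates incubated at 30 C for 48 hr. Growth read as absorbance at 600 nm, normalized to DMSO and equimolar FeCl3 plus clioquinol controls.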
# DRD3 antagonist: blocks the human D3 dopamine receptor; P35462; D3R cells, DiscoveRx beta-arrestin luminescence, antagonist mode; active compounds read low; max response, negative = inhibition, %; hit rate 2.5% among 360,000; in the data active means max response below about -50%; inconclusive means no clear call, values can overlap the other calls; further: on the % scale 0 is the no-effect control and ±100 the full control effect; mostly tested at two doses, the higher about 12 µM
#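 Cells plated overnight at 1500 cells/well, then exposed to library compounds with dopamine controls for 90 minutes at 37 degrees C. DiscoveRx reagent added for 30–60 minutes at room temperature; luminescence read, quantitative HTS format.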
# FUS yeast rescue: suppressors of FUS proteinopathy in yeast; Potency, µM (highest dose often 76.6 µM), inactives show top-dose growth rescue (activation), most hits filed as activators; hit rate 0.24% among 390,000; S. cerevisiae FUS-expressing, growth rescue, OD600, 24 h;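 further: potency means the concentration at half of the fitted maximal effect; plate controls were DMSO vehicle for no effect and reference control for full effect; nearly all actives have a fitted effect of over 55% in size; some results filed as inactive show a strong effect at the top dose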
#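 Toxicity suppression screen in FUS-yeast. Cells induced with 2% galactose, starting OD 0.005, treated 24hr at 30C with compounds at multiple final concentrations; growth by OD600.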
# EPAC2 antag: antagonists of human EPAC2 | Q8WZA2 | EPAC2 GEF exchange of Rap1B-BODIPY-GDP, fluorescence | Potency, µM (doses to about 114 µM), without a hit: at the highest dose activity, negative = inhibition, usual class: inhibitors | hit rate 0.18% among 360,000; further: potency means the concentration at half of the fitted maximal effect; on the % scale 0 is the no-effect control and ±100 the full control effect; nearly all actives have a fitted effect of over 45% in size; many of its hits are not listed in these tables
# aSyn yeast inh: alpha-synuclein toxicity inhibition in yeast; Potency, µM (doses to about 46.1 µM), for inactives: top-dose growth rescue (activation), actives largely listed as activators; Yeast expressing alpha-synuclein, growth rescue, BacTiter-Glo, 24 h; AID 652106; hit rate 0.14% among 370,000; further: potency means the concentration at half of the fitted maximal effect; % of control where 0% means no effect; nearly all actives have a fitted effect of over 65% in size
#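 Rescue of yeast growth: cells expressing toxic alpha-synuclein, induced in galactose at OD600 0.02, incubated with compound 24 h at 30 C. ATP luminescence quantified growth; inhibitors of toxicity appear as activators.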
# Active calls of the source: *; u = inconclusive; x = no result given; [ ] = another dose, or the depositor's remark. Unless noted, the call rests on the fitted dose curve; in most records, active means well fitted curve in the direction sought with a large enough effect; inconclusive means small, poorly fitted or top-dose-only effect, or another doubt; inactive means no such curve, though single readings can be large; an effect the other way counts as inactive or inconclusive. The list is partial (hit frequency here may not be typical).
# A first look, 11 compounds:
[1] O=C(C[C@H]1C/C=C\CC[C@@H](Cc2ccc(F)cc2)C(=O)OC[C@H]2CCCN2C1=O)N[C@H](CO)Cc1ccccc1
[2] COc1ccc2c(C)cc(SCC#N)nc2c1
[3] CC1Cc2ccccc2N1S(=O)(=O)c1cccc(C(=O)NC2CC2)c1 (stereo not given)
[4] O=C(OCCN1CCCC1=O)c1cc(F)c(F)c(F)c1F
[5] CC(C)(C)NS(=O)(=O)c1ccc(OCC(=O)NCCC2=CCCCC2)cc1
[6] Cc1ccc(-c2noc(CN(C3CCCCC3)S(=O)(=O)c3ccc(C)cc3)n2)cc1
[7] CCOCCCNC(=O)c1[nH]c2cc(OC)ccc2c1Sc1ccccc1
[8] CSc1ncccc1C(=O)OCc1cccc([N+](=O)[O-])c1
[9] Cc1ccccc1NC(=O)C1CCCN(S(=O)(=O)c2cccc3cccnc23)C1 (stereo not given)
[10] Nc1cccc2c1C(=O)N(Cc1nnc(-c3ccccc3Br)o1)C2=O
[11] CCOC(=O)/C=C/c1ccc2oc3ccccc3c(=O)c2c1

compound no.	1	2	3	4	5	6	7	8	9	10	11
EPAC2 agonist	14%	18%	8%	14%	0%	x	x	-2%	-2%	6%	-7%
EPAC2 antag	-9%	-7%	-7%[57.1 µM]	-2%	-7%	x	x	-1%	19%	-7%	9%
DRD3 agonist	32*	-12	6	6	-2	-2	5	-11	0	1	-6
aSyn yeast inh	7%	u	2%	-4%	x	x	x	-1%	1%	1%	-1%
TDP-43 yeast inh	3%	2%	-1%	21%	4%	1%	9%	14%	10%	-1%	4%
Abeta rescue	-10%	13%	16%	20%	15%	2%	-11%	3%	-16%	6%	0%
FUS yeast rescue	34%	33%	12%	-7%	38%	-8%	-12%	-3%	-14%	-12%	-13%
DRD3 antagonist	-8	18	22	17	0	x	x	8	17	17	0

# All compounds of this part, repeating the preview:
[1] O=C(C[C@H]1C/C=C\CC[C@@H](Cc2ccc(F)cc2)C(=O)OC[C@H]2CCCN2C1=O)N[C@H](CO)Cc1ccccc1
[2] COc1ccc2c(C)cc(SCC#N)nc2c1
[3] CC1Cc2ccccc2N1S(=O)(=O)c1cccc(C(=O)NC2CC2)c1 (stereo not given)
[4] O=C(OCCN1CCCC1=O)c1cc(F)c(F)c(F)c1F
[5] CC(C)(C)NS(=O)(=O)c1ccc(OCC(=O)NCCC2=CCCCC2)cc1
[6] Cc1ccc(-c2noc(CN(C3CCCCC3)S(=O)(=O)c3ccc(C)cc3)n2)cc1
[7] CCOCCCNC(=O)c1[nH]c2cc(OC)ccc2c1Sc1ccccc1
[8] CSc1ncccc1C(=O)OCc1cccc([N+](=O)[O-])c1
[9] Cc1ccccc1NC(=O)C1CCCN(S(=O)(=O)c2cccc3cccnc23)C1 (stereo not given)
[10] Nc1cccc2c1C(=O)N(Cc1nnc(-c3ccccc3Br)o1)C2=O

compound no.	1	2	3	4	5	6	7	8	9	10
EPAC2 agonist	14%	18%	8%	14%	0%	x	x	-2%	-2%	6%
EPAC2 antag	-9%	-7%	-7%[57.1 µM]	-2%	-7%	x	x	-1%	19%	-7%
DRD3 agonist	32*	-12	6	6	-2	-2	5	-11	0	1
aSyn yeast inh	7%	u	2%	-4%	x	x	x	-1%	1%	1%
TDP-43 yeast inh	3%	2%	-1%	21%	4%	1%	9%	14%	10%	-1%
Abeta rescue	-10%	13%	16%	20%	15%	2%	-11%	3%	-16%	6%
FUS yeast rescue	34%	33%	12%	-7%	38%	-8%	-12%	-3%	-14%	-12%
DRD3 antagonist	-8	18	22	17	0	x	x	8	17	17

[11] CCOC(=O)/C=C/c1ccc2oc3ccccc3c(=O)c2c1
[12] Cc1ncc([N+](=O)[O-])n1CC(=O)Nc1ccccc1F
[13] O=C1NCCCCC1NS(=O)(=O)c1cccc(C(F)(F)F)c1 (stereo not given)
[14] CC1CC(=O)c2cnc(N)nc2C1 (stereo not given)
[15] CCOC(=O)C1(Cc2ccccc2)CCN(Cc2ccc(C)s2)CC1
[16] CC(=O)N1c2ccc(S(=O)(=O)NCC3CCC(C(=O)Nc4ccc(C)cc4)CC3)cc2CC1C (stereo not given)
[17] Cc1ccc(-n2cc(CN3CCN(C(=O)c4ncn[nH]4)CC3)c(-c3ccc(F)cc3)n2)cc1
[18] Cn1cc(C(=O)NCN2CCCCC2)c2ccccc21
[19] CS(=O)(=O)Nc1cccc(C2=NN(S(C)(=O)=O)C(c3ccc4c(c3)OCO4)C2)c1 (stereo not given)
[20] COc1cc(-c2nnc(-c3cccs3)o2)cc(OC)c1OC

compound no.	11	12	13	14	15	16	17	18	19	20
EPAC2 agonist	-7%	15%	10%	2%	22%	x	1%	-7%	1%	1%
EPAC2 antag	9%	2%	2%	-2%[57.1 µM]	-19%	x	-7%	-4%	-7%	2%
DRD3 agonist	-6	4	-1	-6	-17	11	0	-9	-1	-11
aSyn yeast inh	-1%	2%	-1%	5%	7%	x	3%	1%	1%	-4%
TDP-43 yeast inh	4%	0%	19%	14%	-1%	u	14%	0%	8%	11%
Abeta rescue	0%	-5%	3%	8%	1%	-7%	x	-3%	5%	3%
FUS yeast rescue	-13%	-19%	-19%	-4%	22%	-26%	18%	11%	x	5%
DRD3 antagonist	0	26	-14	20	-29	x	2	0	-20	4

[21] COc1ccc(S(=O)(=O)NCC2CCCO2)cc1Cl (stereo not given)
[22] CC/C(=N\NC(=O)Cc1ccc(Br)cc1)c1cccs1
[23] CCOc1ccccc1N(CC(=O)NC1CCCCC1)C(=O)CNC(=O)c1ccco1
[24] CC1(C(=O)Nc2cnc3ccccc3c2)CCN1Cc1ccc(OC(F)(F)F)cc1 (stereo not given)
[25] NC(=O)CSc1oc(-c2ccc(F)cc2)nc1S(=O)(=O)c1ccccc1
[26] CC(C)c1onc(C(=O)N(C)C2CCCCC2)c1[N+](=O)[O-]
[27] CN1N=C(C(C)(C)C)CSC1=Nc1ccc(F)cc1
[28] CCOC(=O)Cc1csc(NC(=O)c2cc3ccccc3o2)n1
[29] O=C(COC(=O)COc1cccc(F)c1)NCCC1=CCCCC1
[30] Cc1ccc(CN2C(=O)C3(c4ccccc42)N(c2cccc(F)c2)C(=O)CS3(=O)=O)cc1 (stereo not given)

compound no.	21	22	23	24	25	26	27	28	29	30
EPAC2 agonist	7%	8%	0%	-11%	6%	0%	4%	5%	3%	x
EPAC2 antag	-12%	-6%	5%	u	0%	-1%	2%	-4%	0%	x
DRD3 agonist	4	2	-8	13	2	13	19	6	16	3
aSyn yeast inh	0%	-5%	0%	7%	0%	-1%	-5%	0%	0%	3%
TDP-43 yeast inh	u	6%	11%	17%	0%	-11%[0.397 µM]	16%	x	-9%[1.82 µM]	18%
Abeta rescue	19%	6%	7%	20%	3%	4%	5%	-18%	0%	1%
FUS yeast rescue	5%	8%	11%	12%	11%	3%	-24%	10%	2%	22%
DRD3 antagonist	26	-8	17	13	-6	-3	18	16	-18	x

[31] COC(=O)CC1COc2ccccc2N1C(=O)c1cccc(C(F)(F)F)c1 (stereo not given)
[32] Cc1ccc(Nc2nc3ccc(C)cc3nc2-n2nc(C)cc2C)c(C)c1
[33] CN1CCN(c2ccc(NC(=O)COc3cccc4ccccc34)cc2)CC1
[34] CCCNC(=O)C1(C)CCCN(Cc2ccsc2)C1 (stereo not given)
[35] CCn1ccnc1[C@@H]1C[C@H]2CN(Cc3ccccc3OC)C(=O)[C@]23CCCN13
[36] CCOc1ccc2[nH]c(=O)c(CN(CCO)C(=O)c3ccc(OC)c(OC)c3)cc2c1
[37] CC(OC(=O)CN1C(=O)NC2(CCCCC2C)C1=O)c1ccccc1 (stereo not given)
[38] CC(C)CN1CCC(=O)N([C@H](COc2ccccc2)c2ccccc2)CC1
[39] O=C(Cn1cc(F)c(=O)[nH]c1=O)NCCO
[40] Cc1cc(C)c2[nH]c(=O)c(C(c3nnnn3CC3CCCO3)N3CCCC(C)C3)cc2c1 (stereo not given)

compound no.	31	32	33	34	35	36	37	38	39	40
EPAC2 agonist	3%	x	-2%	-8%	2%	-1%	3%	1%	10%	5%
EPAC2 antag	3%	x	4%	2%	6%	1%	-6%	-17%	12%	4%
DRD3 agonist	-2	8	-9	-10	-6	0	9	-60	-1	2
aSyn yeast inh	-7%	x	0%	28%	5%	-3%	-1%	3%	0%	-1%
TDP-43 yeast inh	16%	33%	-8%	11%	11%	-14%	0%	-4%	-8%	0%
Abeta rescue	14%	-6%	-14%	-4%	x	-9%	14%	-4%	3%	2%
FUS yeast rescue	-2%	-24%	5%	-26%	-17%	17%	-4%	-7%	-7%	8%
DRD3 antagonist	-14	x	-28	0	3	11	-5	-70*	-2	10

[41] COc1ccc(C2=NN(CCC(=O)NC3CCCCCC3)C(=O)CC2)cc1
[42] CCOCCCNC(=O)CN1C(=O)COc2ccc(S(=O)(=O)N3CC(C)CC(C)C3)cc21 (stereo not given)
[43] Cc1ccc(-n2cc(CNCCn3nc(C)cc3C)c(-c3ccc(F)cc3)n2)cc1
[44] NC(=O)CSc1nnc(-c2cccc(S(=O)(=O)N3CCCCC3)c2)o1
[45] CCOC(=O)Cc1ncccc1C(=O)Nc1ccc(OC)cc1
[46] CN(C(=O)COC(=O)C1COc2ccccc2O1)c1c(N)n(Cc2ccccc2)c(=O)[nH]c1=O (stereo not given)
[47] CCCn1cc(SCC(=O)NCc2ccc3c(c2)OCO3)c2ccccc21

compound no.	41	42	43	44	45	46	47
EPAC2 agonist	2%	-1%	13%	8%	11%	-8%	1%
EPAC2 antag	9%	-5%	-17%	-22%	0%	18%	u
DRD3 agonist	-2	1	-12	6	0	1	-3
aSyn yeast inh	9%	0%	-9%	-2%	1%	1%	8%
TDP-43 yeast inh	7%	-2%	0%	7%	u	11%	7%
Abeta rescue	0%	5%	7%	6%	6%	0%	2%
FUS yeast rescue	6%	2%	39%	-12%	-14%	0%	-14%
DRD3 antagonist	-3	11	0	1	1	1	-5

# Screen by screen, from the results shown.
# Compounds 41 to 47 in FUS yeast rescue: 6%, 2%, 39%, -12%, -14%, 0%, -14%
